High-throughput results from PubChem.
p53ts 32C kill: p53ts cell cytotoxicity, permissive temperature | 130,000 compounds, 0.93% hits | H1299-p53A138V at 32C, ATP luminescence viability, 24 h | AID 924 | Potency, µM (highest dose often 46.1 µM), for the others: at the top dose activity change, negative = cytotoxicity, hits mostly cytotoxic;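 note: 0% = DMSO and -100% = full killing by reference compound; nearly all actives have a fitted effect of over 55% in size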
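ATP-content luminescence (ATPlite) read-out after 24 h compound exposure at 32C in H1299-p53A138V cells (600/well). Tested up to 46 uM. Normalized to DMSO (0%) and 100 uM tamoxifen (100% killing); Hill-fit AC50.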
IkB signaling: inhibitors of IkB signaling in ABC-DLBCL cells; ABC-DLBCL IkBa-CBG/CBR dual luciferase ratio, 4 h; response scale: scaled: untreated 0%, proteasome inhibitor 100%; Potency, µM (titrated, usually from 57.1 µM), inactives show at the top dose IkBa stabilization activation; 110,000 compounds, 0.04% hits; AID 445; active = well fitted curve in the direction sought with a large enough effect in the signal ratio, not every such curve was filed as active; inconclusive = small, poorly fitted or top-dose-only effect, or a change in a side signal; the % refers to the signal ratio;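 note: the direction sought is a rising ratio; 0% = basal untreated cells and 100% = reference inhibitor full response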
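Luminescence ratio of IκBα-fused green versus native red beetle luciferase in OCI-Ly3 cells, 4 h post-doxycycline with compound; red signal alone, scaled from basal (0%) to zero light (-100%), flagged nonspecific or cytotoxic effects.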
Peg3 imprint: inducers of genomic imprint erasure in mouse ES cells; mouse ES Peg3-LacZ reporter, beta-gal luminescence, 40 h; Potency, µM (series often up to 60.7 µM), for the others: top-dose activity change, positive = activation, usual class: activators; 110,000 compounds, 0.02% hits; AID 1948;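 note: 0% = negative control wells on the plate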
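Each well holds 300 Peg3LacZ-Neo (maternal) female ES cells incubated 40 h at 37C, 5% CO2. LacZ is measured by BetaGlo luminescence, with AC50 and maximum efficacy derived from dose-response curves.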
p53ts 39C kill: cytotoxicity in p53ts cells at nonpermissive temperature. Potency, µM (titrated, usually from 46.1 µM), for the others: top-dose activity change, negative = cell killing, actives largely listed as cytotoxic. 130,000 compounds, 1.5% hits. H1299-p53A138V viability at 39C, ATP luminescence, 24 h; note: nearly all actives have a fitted effect of over 55% in size
Numbers without * were called inactive; ? = inconclusive; . = no result given; [ ] = another dose, or the depositor's remark. Unless noted, calls come from the whole dose curve; as a rule, active = well fitted curve in the direction sought with a large enough effect; inconclusive = small, poorly fitted or top-dose-only effect, or another doubt; inactive = no such curve, though single readings can be large; an effect the other way counts as inactive or inconclusive. Unless noted, % is set by controls: 0 for no effect and ±100 for the full control effect; potency is the fitted concentration of half-maximal effect.

canonical_smiles	p53ts 32C kill	Peg3 imprint	p53ts 39C kill	IkB signaling
CCS(=O)(=O)Nc1cccc(C(=O)CC2(O)C(=O)Nc3ccccc32)c1 (stereo not drawn)	-2%	0%	-8%	0.3%
COc1ccc(S(=O)(=O)N2CCN(C(=O)NC3CCCCC3)CC2)cc1OC	1%	5%	8%	-0.3%
COCCOC(=O)C1=C(C)OC(N)=C(C#N)C1c1ccc2c(c1)OCO2 (stereo not drawn)	-3%	-7%	4%	?
CCn1c(=O)c2sccc2n2c(CCC(=O)N3CCN(c4ccc(C(C)=O)cc4)CC3)nnc12	5%	-8%[10.9 µM]	-4%	2.5%
CCOc1ccc(C2c3[nH]c4ccccc4c3CCN2C(=O)CCC2CCCC2)cc1 (stereo not drawn)	14%	2%[10.9 µM]	-8%	?
COc1cc(S(=O)(=O)N2CCC(C(N)=O)CC2)c(C)cc1C	-4%	-7%	1%	0.3%
Cc1ccc(NC(=O)CSc2nnc(-c3ccc(S(=O)(=O)N4CCCC4)cc3)o2)cc1C	-11%	-7%	-11%	1.5%
C[C@@H]1CCC[C@H](C)N1	0%[20.6 µM]	-4%[16.8 µM]	6%[20.6 µM]	1.7%[25.6 µM]
O=C(CSc1oc(-c2ccco2)nc1S(=O)(=O)c1ccc(Cl)cc1)Nc1ccc(F)cc1	-6%	9%[10.9 µM]	6%	?
CCC(C(=O)NCc1ccccc1)n1nc(C)c2sc3ccccc3c2c1=O (stereo not drawn)	-10%	-3%[10.9 µM]	-17%	-1.9%
COc1ccccc1C(=O)N1c2ccccc2C(C)(c2ccc(Cl)cc2)CC1(C)C (stereo not drawn)	1%	-22%[10.9 µM]	-17%	21%
CCOCCCNC(=O)c1cc(C)nn1-c1ccccc1	8%	-5%	9%	-1.7%
COC(=O)c1ccc(N2C(=O)Cc3cc(OC)c(OC)cc3C2c2ccc(F)cc2)cc1 (stereo not drawn)	4%	-46%[inhibitor][10.9 µM]	-1%	?
O=C(Nc1ccc(Cl)cc1C(=O)O)c1ccc2c(c1)C(=O)N(Cc1ccco1)C2=O	5%	-7%	8%	?
O=C(O)c1ccc(NS(=O)(=O)c2ccsc2C(=O)O)c(O)c1	13%	-9%	17%	.
CCCN1C(=O)C2C(C(=O)Nc3cccc(OC)c3)C3C=CC2(O3)C1C(=O)NC1CCCCC1 (stereo not drawn)	8%	-14%	-3%	2.5%
O=C(c1cccs1)N1CCN(S(=O)(=O)N2CCCCC2)CC1	4%	-17%	3%	-2.3%
COc1ccc(-c2nc3sc(CCNC(=O)C(=O)Nc4cc(C)cc(C)c4)c(C)n3n2)cc1	-1%	-12%[10.9 µM]	-19%	-3.3%
CCc1ccccc1NC(=O)C1CCCN(C(=O)c2cnn(-c3ccccc3)c2-n2cccc2)C1 (stereo not drawn)	7%	-7%[10.9 µM]	-8%	?
CC1(C)O[C@H]2C[C@@H]3[C@H]4CCC5=CC(=O)CC[C@@]5(C)[C@]4(F)[C@@H](O)C[C@@]3(C)[C@@]2(C(=O)CCl)O1	6%[20.6 µM]	-8%[16.8 µM]	-2%[20.6 µM]	?
COc1nc(NC(C)(C)C)nc(Oc2ccc(=O)n(C)n2)n1	-2%	11%	2%	2.9%
CCn1c(=O)sc2cc(NC(=O)c3cccc(OC)c3)ccc21	-8%	-10%[10.9 µM]	?	?
CN(CCO)Cc1ncccc1O	-7%[9.22 µM]	-11%[10.9 µM]	10%[9.22 µM]	-1.4%[11.4 µM]
O=S(=O)(NCCSc1ccc(Cl)cc1)c1ccc2c(c1)OCCO2	4%	-9%	-8%	1.8%
CCOC(=O)C1=C(CN2CCC(C)CC2)NC(=O)NC1c1ccc(Cl)cc1 (stereo not drawn)	6%	-19%	8%	-2.4%
COc1ccc2c(Sc3ccccc3)c(C(=O)NCCc3ccc(Cl)cc3)[nH]c2c1	?	-7%[10.9 µM]	?	-0.3%
CC(C)Oc1ccc(CNC(=O)c2ccc3c(c2)N(Cc2ccc(F)cc2)CCS3)cc1	10%	-15%[10.9 µM]	1%	?
CC1CCN(C(=O)CSc2nc3ccccc3nc2Cc2ccccc2)CC1	24%	23%[10.9 µM]	-10%	?
CC(C)(C)c1ccc(OCc2nnc(-c3ccccc3)o2)cc1	?	-11%[10.9 µM]	-25%	1.0%
O=C(Cn1nc(-c2cccc(Cl)c2)ccc1=O)Nc1cccnc1	-2%	2%	0%	3.4%
COc1ccc(OC)c(CNC(=O)Cn2nc(C)c3nn(-c4ccc(Cl)cc4)c(C)c3c2=O)c1	2%	6%[10.9 µM]	-1%	?
COC(=O)c1ccc(-c2n[nH]c(=O)c3ccccc23)cc1	0%	6%	4%	-0.8%
CCn1cc(C(=O)NCCCOC(C)C)c(=O)c2cc(S(=O)(=O)N3CCc4ccccc4C3)ccc21	13%	13%[10.9 µM]	12%	-1.7%
O=C(CN(c1ccc2c(c1)OCCO2)S(=O)(=O)c1ccccc1)NCC1CCCO1 (stereo not drawn)	7%	3%	6%	0.9%
COc1cccc(CNC(=O)CSc2nc3ccccc3nc2Cc2ccc(C)cc2)c1OC	4%	-1%[10.9 µM]	-12%	?
COC(=O)c1ccc(Cn2cnc3c(cnn3-c3ccc(C)c(C)c3)c2=O)o1	-7%	-11%	-6%	-0.6%

Three records picked at random from those above:
canonical_smiles	p53ts 32C kill	Peg3 imprint	p53ts 39C kill	IkB signaling
CCn1cc(C(=O)NCCCOC(C)C)c(=O)c2cc(S(=O)(=O)N3CCc4ccccc4C3)ccc21	13%	13%[10.9 µM]	12%	-1.7%
COc1cccc(CNC(=O)CSc2nc3ccccc3nc2Cc2ccc(C)cc2)c1OC	4%	-1%[10.9 µM]	-12%	?
CC(C)Oc1ccc(CNC(=O)c2ccc3c(c2)N(Cc2ccc(F)cc2)CCS3)cc1	10%	-15%[10.9 µM]	1%	?

The listing continues.
canonical_smiles	p53ts 32C kill	Peg3 imprint	p53ts 39C kill	IkB signaling
Cc1ccc(Cc2c(C)nn(-c3nc(C)c(C(=O)N4CCCCC4C)s3)c2C)cc1 (stereo not drawn)	-3%	-13%[10.9 µM]	7%	?
CC1=C(Sc2nc3ccccc3[nH]2)C(=O)NC(C)(C)C1	5%	-1%	2%	-1.0%
COC(=O)N1[C@H](C)C=C[C@]1(Cc1ccccc1)C(=O)NCCCNc1ncc(C(F)(F)F)cc1Cl	12%	-17%	-11%	.
COc1cc(Br)cc2cc(C(=O)N3CCCCC3C)c(=O)oc12 (stereo not drawn)	18%	-13%	2%	3.0%
O=C(Cn1cnc2c(oc3ccccc32)c1=O)Nc1ccc(F)cc1F	-2%	-10%[10.9 µM]	-22%	-2.4%
Nc1cccc(-c2nc3ccccc3[nH]2)c1	?	-80%[inhibitor]	?	7.8%
CC1Cc2nc(SCC(=O)Nc3ccc(F)cc3F)n(C)c(=O)c2S1 (stereo not drawn)	13%	4%	0%	0.6%
COc1ccc(Cl)cc1S(=O)(=O)Oc1ccc(NC(C)=O)cc1	8%	.	26%	.
O=C(NCCc1csc(-c2cccc(F)c2)n1)c1ccc(Br)o1	0%	-5%[10.9 µM]	-18%	?
Cc1ccc(NC(=O)CCn2cccn2)c(C)c1	-1%	-12%[10.9 µM]	-18%	0.9%
COC(=O)c1ccc2c(=O)n(CCCCCC(=O)N3CCN(c4cc(Cl)ccc4C)CC3)c(=O)[nH]c2c1	6.3µM*	-11%[10.9 µM]	4µM*	-0.3%
CCCc1ccc(OC(=O)CSc2nnc(-c3cccs3)o2)cc1	-9%	-1%[10.9 µM]	-13%	?
CCc1ccccc1NC(=O)Cn1c(=O)n(CC(=O)NCCc2ccccc2)c(=O)c2ccccc21	6%	-5%[10.9 µM]	3%	-3.3%
O=C(O)c1nn(-c2ccc(Cl)cc2)c2c1C(=O)c1ccccc1C2=O	9%[9.22 µM]	-9%[10.9 µM]	4%[9.22 µM]	-1.1%[11.4 µM]
N#Cc1ccc(N2CCN(c3ccc(F)cc3)CC2)cc1	4%	.	5%	.
O=S(=O)(c1ccc2c(c1)OCCO2)N1CCC(c2nc3ccccc3s2)CC1	-8%	7%	-2%	0.8%
CN(C)c1ccc(NC(=O)c2ccc(COc3cccc(Cl)c3)o2)cc1	-9%	-45%[inhibitor]	-16%	?
O=c1[nH]c2ccc(S(=O)(=O)N3CCCCC3)cc2[nH]1	2%	-6%	2%	-1.0%
O=C(NC1CCCC1)C(c1ccc(N2CCOCC2)cc1)N(Cc1ccco1)C(=O)c1ccco1 (stereo not drawn)	0%	-2%	-1%	1.2%
CCCCCCCCCc1ccc(OCCOCCOCCOCCOCCOCCOCCOCCOCCO)cc1	16%	-23%	-14%	.
O=C(CCn1c(=O)[nH]c2ccsc2c1=O)N1CCc2ccccc2C1	-22%	3%	-3%	0.4%
CCN1CCN(C(c2ccccc2OC)c2nnnn2C2CCCCC2)CC1 (stereo not drawn)	-16%	-7%	9%	0.0%
Cn1c(=O)c2sccc2n2c(CCCC(=O)Nc3ccc(Oc4ccc(Cl)cc4)cc3)nnc12	1%	-15%[10.9 µM]	-23%	?
Cc1ccc(Cl)cc1N1CCN(C(=O)C2CCN(S(=O)(=O)Cc3ccccc3)CC2)CC1	3%	-14%[10.9 µM]	14%	4.0%
c1ccc(-n2cnnc2SCc2nc3ccccc3s2)cc1	0%	-6%	-4%	?
CCOC(=O)c1cc(-c2ccccc2)n(CC(=O)NCc2ccccc2OC)c1C	?	-16%[10.9 µM]	-12%	0.1%
COc1ccc(N=C2C(=O)Nc3c(C)cccc32)cc1	-7%	.	0%	0.4%
CC(C)(C)NC(=O)COC(=O)c1snc(C(=O)NC2CCCCC2)c1N	5%	-80%[inhibitor]	-5%	?
Cc1[nH]c(C)c(CN(C)C)c1CN(C)C	4%[9.22 µM]	0%[10.9 µM]	4%[9.22 µM]	-0.7%[11.4 µM]
Cc1cccc(-n2ccnc2SCC(=O)Nc2ccc3c(c2)OCO3)c1	-7%	-8%[10.9 µM]	-24%	?
O/C(=C\Sc1nnc(Cc2ccccc2)o1)c1ccc(Br)cc1	10%	-3%	4%	1.3%
CCCCN(C(=O)c1ccc(Cl)cc1)C1CC2CCC(C1)N2C (stereo not drawn)	-20%	-13%	-12%	-2.4%
O=C(CN1CCN(C(=O)N2CCCCC2)CC1)Nc1ccc(F)cc1	-12%	14%	10%	4.0%
NS(=O)(=O)c1ccc(-n2nncc2C23CC4CC(CC(C4)C2)C3)cc1	11%	-2%	-2%	3.6%
Cc1ccc(CN2C(=O)CCC2C(=O)NCCCN2CCCCC2C)cc1 (stereo not drawn)	4%	-9%	1%	0.3%
CC(C)(C)n1nc2c(c1NC(=O)c1ccc(S(=O)(=O)N3CCCC3)cc1)CS(=O)C2 (stereo not drawn)	-3%	-10%	-5%	-0.1%
NC(=O)CSc1nnc(-c2ccc(S(=O)(=O)N3CCOCC3)cc2)n1Cc1ccccc1	3%	-5%	-4%	0.3%
CC(C)c1ccc(Nc2nc3ccc(C(=O)c4ccccc4)cc3n3cnnc23)cc1	-15%	-9%[10.9 µM]	-12%	-0.8%
CC(=O)Cn1nnc2sc(-c3ccccc3)cc2c1=O	-24%	6%[10.9 µM]	-37%	18%
CC1CCc2c(sc(NC(=O)C3c4ccccc4Oc4ccccc43)c2C#N)C1 (stereo not drawn)	18%	-5%[10.9 µM]	3%	7.9%
C(=C\c1ccccc1)/CN1CCN(c2ncnc3c2oc2ccccc23)CC1	10µM*	-84%[inhibitor]	13µM*	?
Cc1cccc(Cn2c(SCc3ccc(C(=O)NC4CCCCC4)cc3)nc3ccncc32)c1	19%	-9%[10.9 µM]	-7%	1.4%
CCn1cc2nc(SCC(=O)Nc3ccc(OC)c(OC)c3)n(Cc3ccc(Cl)cc3)c(=O)c2n1	11%	5%[10.9 µM]	-11%	?
c1ccc(CNc2ccnc(-c3ccoc3)n2)cc1	-6%	-7%	-6%	0.9%[11.4 µM]
CC(C)Oc1ccc(CNC(=O)c2ccc(NC(=O)N3CC(C)Sc4ccccc43)cc2)cc1 (stereo not drawn)	-1%	-16%[10.9 µM]	-16%	?
